Compound activity deposited in PubChem by several laboratories.
PhoP inhibition = inhibitors of PhoP regulon expression, primary screen, Salmonella Typhimurium, GFP reporter (AID 1863) | 300,000 tested, 0.16% active | inhibition, % at 50 µM; hits with a dose series show IC50 in µM | S. Typhimurium PhoP-regulated promoter GFP reporter, 4 h; higher % means a stronger effect;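 active = inhibition over 29.93%, a cutoff 3 SD above the screen mean, later confirmed by dose response; inconclusive = inhibition over 29.93% but no dose response follow-up; inactive = inhibition at most 29.93% or unconfirmed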;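 also: 0% = low Mg2+ inducing control and 100% = high Mg2+ repressing control; strong numbers were not always called active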
HIV peptide binding = inhibitors of HIV fusion peptide binding, primary screen, biochemical, uHTS, fluorescence dequenching (AID 1986); cell-free peptide binding, fluorescence dequenching, 30 min; higher % means a stronger effect; 290,000 tested, 0.3% active; one-dose inhibition, % at 20 µM; IC50 in µM for titrated hits; in the data active = inhibition mostly above about 52%, no sharp cut-off; inactive = mostly below about 76%; also: some results filed as inactive read as strong as hits
NTR1 ag = agonists of NTR1, primary screen, imaging, U2OS cells, beta-arrestin-GFP, high content (AID 493036); NTR1-U2OS beta-arrestin-GFP spot imaging, agonist mode; Neurotensin receptor type 1 (Homo sapiens), P30989; 330,000 tested, 0.17% active; activation, % at 20 µM;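 active = activation at or above 40% of the spot to cytoplasm intensity ratio, with at least 20 cells analyzed; inconclusive = wells under 20 cells, flagged as cytotoxic or low count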;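 also: 0% = DMSO without peptide and 100% = 100 nM NTR1 peptide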
Target sequence (P30989 whole entry, looked up): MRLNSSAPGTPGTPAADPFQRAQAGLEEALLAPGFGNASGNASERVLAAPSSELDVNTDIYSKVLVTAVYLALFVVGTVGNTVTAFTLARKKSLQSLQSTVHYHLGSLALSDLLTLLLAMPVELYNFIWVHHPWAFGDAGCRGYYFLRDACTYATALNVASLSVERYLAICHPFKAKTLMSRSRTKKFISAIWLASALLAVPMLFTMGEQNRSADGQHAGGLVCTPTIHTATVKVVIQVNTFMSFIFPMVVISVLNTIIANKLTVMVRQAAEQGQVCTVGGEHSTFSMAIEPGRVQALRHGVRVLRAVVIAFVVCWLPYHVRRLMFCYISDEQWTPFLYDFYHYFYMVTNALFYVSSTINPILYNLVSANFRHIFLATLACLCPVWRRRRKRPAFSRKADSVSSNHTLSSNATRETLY
GPR55 LPI antagonism = GPR55 antagonists blocking LPI-driven arrestin recruitment, primary screen, imaging, U2OS, beta-arrestin-GFP, LPI agonist (AID 2013); G-protein coupled receptor 55 (Homo sapiens); U2OS GPR55 beta-arrestin-GFP translocation imaging, LPI antagonism; higher % means a stronger effect; 290,000 tested, 0.13% active; one-dose inhibition, % at 10 µM; IC50 in µM for titrated hits;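 active = spots per cell inhibited over 60%, with over 100 cells counted and total cytoplasm intensity under 500,000; inconclusive = wells with under 100 cells, flagged as likely toxic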;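 also: U2OS cells stably carrying GPR55 and arrestin-GFP stimulated by 5 µM LPI near EC80; imaged beta-arrestin-GFP aggregate spots per cell after agonist stimulation; plate controls were LPI-stimulated DMSO wells for no effect and DMSO wells without LPI for full effect; some results filed as inactive read as strong as hits; confirmed hits need IC50 under 10 µM and bright autofluorescent wells are also inconclusive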
Myeloid diff 2 = induction of myeloid progenitor differentiation, primary screen, cell-based, flow cytometry, MLPCN library; ER-HoxA9 myeloid progenitors, lysozyme-GFP differentiation; calls only at 10 µM; 360,000 tested, 1% active; AID 624256, 2012;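 active = normalized GFP-positive differentiation at or above the plate's own cutoff, the solvent-only control mean plus 3 SD; inconclusive = no clear call, values can overlap the other calls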;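 also: cells exposed to compound for four days before flow analysis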
LYP inhibition = inhibitors of LYP phosphatase, biochemical, fluorescence intensity, uHTS (AID 1779). recombinant LYP phosphatase, fluorescence intensity; higher % means a stronger effect. inhibition, % at 11.5 µM, or IC50 in µM where a hit was titrated. 290,000 tested, 0.054% active; in the data active = inhibition above about 50%;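 also: plate controls were vehicle with enzyme for no effect and no enzyme for full effect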
MgcRacGAP inhibition = MgcRacGAP GTPase-activating activity inhibitors, confirmation, biochemical, ADP Hunter fluorescence. inhibition, % at 30 µM, or IC50 in µM where a hit was titrated. 340,000 tested, 0.6% active. Rac GTPase-activating protein 1 (Homo sapiens). MgcRacGAP-stimulated Rac1 GTP hydrolysis, ADP Hunter fluorescence; higher % means a stronger effect; GST-tagged Rac1 F28L mutant substrate;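 active = first-screen hits whose inhibition reached a set limit at any dose in the follow-up dose series; inconclusive = inhibition above the set first-screen limit but never retested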;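 also: fluorescence reports GDP produced by GAP-driven GTP hydrolysis; strong numbers were not always called active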
SIAH1 antagonists = Siah-1 peptide-binding antagonists, primary screen, biochemical, fluorescence polarization, rhodamine-plectin, uHTS (AID 1817). E3 ubiquitin-protein ligase SIAH1 (Homo sapiens). Siah-1 / rhodamine-plectin peptide fluorescence polarization; higher % means a stronger effect. displacement, % at 20 µM, or IC50 in µM where a hit was titrated. 290,000 tested, 0.02% active;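 active = displacement of at least 50% at 20 µM, with a fluorescence ratio check between 0.3 and a set limit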;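 also: plate controls were Siah plus tracer with DMSO for no effect and tracer alone without Siah for full effect; strong numbers were not always called active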
GPR35 arrestin U2OS = GPR35 antagonists blocking zaprinast-driven arrestin recruitment, primary screen, imaging, U2OS, beta-arrestin-GFP, zaprinast agonist (AID 2058); G-protein coupled receptor 35 (Homo sapiens); U2OS GPR35 beta-arrestin-GFP translocation imaging, zaprinast antagonism; higher % means a stronger effect; inhibition, % at 10 µM, or IC50 in µM where a hit was titrated; 290,000 tested, 0.052% active;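 active = inhibition of at least 50% with at least 30 cells and total cytoplasm GFP at most 10,000,000; inconclusive = under 30 cells or total GFP of 10,000,000 plus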
NTR1 ag cell count 20 µM = also measured in NTR1 ag; calls as there; cell count; measured here: cell count, cytotoxicity flag
Myeloid diff 2 GFP+ MAC1+ % = recorded beside Myeloid diff 2, whose call it bears; GFP+ MAC1+ double positive, %; measured here: differentiation confirmed by MAC1 staining
Numbers without * were called inactive; i = inactive; ? = inconclusive; . = no result given.

Sequence of screens: Myeloid diff 2 | GPR35 arrestin U2OS | PhoP inhibition | SIAH1 antagonists | Myeloid diff 2 GFP+ MAC1+ % | GPR55 LPI antagonism | NTR1 ag | LYP inhibition | MgcRacGAP inhibition | HIV peptide binding | NTR1 ag cell count 20 µM
CC1CCCN(CCCNC(=O)c2ccc(CS(=O)(=O)Cc3cccc(Cl)c3)o2)C1 (centres undefined)
→ i | 0% | -2% | -1% | 1.2 | -3% | -0.4 | -2% | 8% | 0.4% | 63
Cc1cccc2cc(CN(CCCO)C(=O)Nc3cccc(Cl)c3)c(=O)[nH]c12
→ i | 10% | 1% | 8% | 1.0 | 9% | 1.7 | 2% | -9% | 1.6% | 40
COC(=O)c1cc(C#N)c(Oc2ccccc2OC)nc1C
→ i | 7% | 19% | -2% | 0.8 | -6% | -1.2 | -5% | -7% | -0.9% | 52
O=c1cc(O)c(-c2cccc(C(F)(F)F)c2)c(Cl)[nH]1
→ i | 1% | 5% | 2% | 0.6 | -4% | 0.1 | 0% | 7% | -3.0% | 93
CSc1ccccc1NC(=O)CSc1nnc(COc2ccccc2)o1
→ i | -9% | -3% | 5% | 3.1 | -1% | -0.5 | -7% | 4% | 0.8% | 49
COc1ccc(OC)c(-c2csc(N(C)C(=O)Cc3ccccc3)n2)c1
→ i | -5% | -2% | 8% | 0.0 | 10% | 3.6 | -4% | 8% | 1.0% | 51
CC(C)(C)c1ccc(OC(=O)Cn2c(C(F)(F)F)nc3ccccc32)cc1
→ i | -14% | 1% | -2% | 1.1 | -7% | 0.0 | -2% | 10% | -3.8% | 65
CC1CCCCC1NC(=S)Nc1ccc(SC(F)F)cc1 (centres undefined)
→ ? | -9% | 6% | -3% | . | -6% | 10 | 3% | 6% | 1.6% | 60
Cc1ccc(NC(=O)NCc2cccnc2)cc1Cl
→ i | -2% | 0% | 5% | 1.2 | -6% | -0.3 | -7% | 2% | -1.1% | 57
Cc1ccc(-n2c(O)c(/C=C3/C(c4ccccc4)=Nc4ccccc43)c(=O)[nH]c2=O)cc1
→ ? | -10% | 15% | -2% | . | 56% | 3.2 | 5% | 19% | 9.5% | 43
COc1ccc(-c2noc(CN3CCN(c4ccccc4)CC3)n2)cc1
→ i | 15% | 8% | 1% | 1.0 | 3% | -0.3 | -3% | 2% | -0.2% | 56
COC(=O)NC(=S)N1CCOCC1
→ i | -14% | -12% | -4% | 2.4 | -1% | -1.1 | -8% | 6% | -1.1% | 53
O=C(Nc1ccccc1C(=O)N1CCCC1)c1ccc(Cl)c([N+](=O)[O-])c1
→ i | 6% | 0% | -5% | 0.1 | 0% | -0.6 | 4% | -29% | -0.8% | 83
CCCc1nc(SCC(=O)N2CCCC2)c2c(=O)n(C)c(=O)n(C)c2n1
→ ? | -8% | -1% | 0% | . | -2% | -0.5 | -5% | 1% | -0.7% | 70
O=C(Cc1ccc(Cl)cc1)NNC(=O)Nc1cccc2ccccc12
→ i | 15% | 2% | 1% | 1.0 | 6% | 0.1 | -8% | 4% | -3.6% | 52
Cc1cccn2c(=O)nc(SCC(=O)c3ccccc3)nc12
→ i | . | 4% | . | 0.8 | . | 0.2 | . | -5% | . | 53
COc1ccc(-c2ncncc2-c2ccc(OC)c(OC)c2)c(O)c1
→ i | -14% | -6% | -2% | 0.9 | -3% | 0.8 | 0% | 10% | -1.2% | 80
COc1ccc(NS(=O)(=O)c2ccc3c(c2)oc(=O)n3C)c(OC)c1
→ i | 12% | 12% | -1% | 2.3 | -6% | 0.9 | -10% | -8% | -0.6% | 54
CCc1ccc(NC(=O)[C@H](NC(=O)[C@@H]2Cc3ccccc3CN2)c2ccccc2)cc1
→ ? | 12% | 4% | -2% | . | 7% | 3.1 | -4% | 0% | -0.2% | 48
COc1cccc(/C=N/NC(=O)C(=O)N2CCCCCC2)c1O
→ . | 3% | 5% | 0% | . | 4% | 0.2 | -3% | 5% | 2.4% | 75
Cc1sc(NC(=O)CSc2nnnn2C(C)C)c(C#N)c1C
→ i | -8% | 1% | 3% | 0.4 | -4% | 3.4 | -8% | 8% | -0.8% | 58
COc1ccc(CNC(=O)CN(CC2CCCO2)C(=O)CNS(=O)(=O)c2ccc(F)cc2)cc1 (centres undefined)
→ i | 16% | -9% | -4% | 1.3 | 4% | . | -9% | 4% | -1.4% | .
Cc1ccc(NC(=O)N2CCN(c3ncccc3C(F)(F)F)CC2)cc1
→ i | -2% | -7% | 6% | 0.3 | 10% | 1.2 | -7% | 2% | 1.7% | 52
O=C(c1cccs1)N1CCC(c2nc(-c3ccc(S(=O)(=O)N4CCOCC4)cc3)no2)CC1
→ i | -11% | -13% | 2% | 2.3 | 9% | 2.2 | -11% | 9% | -4.3% | 68
CCOCCCNC(=O)C(NC(=O)Cc1cccs1)c1ccc(OC)cc1 (centres undefined)
→ i | 5% | 1% | -11% | 0.6 | 7% | 1.4 | -8% | -3% | 0.1% | 50
Cc1ccc(-c2csc(NC(=O)CSc3nc4ccccc4[nH]3)n2)cc1
→ i | 3% | 0% | 2% | 0.3 | 11% | . | -2% | 5% | 1.9% | .
CC(C)c1onc(C(=O)N2CCN(Cc3ccccc3)CC2)c1[N+](=O)[O-]
→ i | -10% | -5% | -5% | 1.1 | -5% | 2.9 | -5% | -2% | -0.6% | 62
Cn1c(SCC(=O)N2CCCC2)nnc1-c1cccs1
→ i | 7% | 11% | 2% | 0.8 | -2% | 0.3 | -9% | 3% | 0.0% | 49
CN(C)S(=O)(=O)c1cccc(C(=O)c2nccn2C)c1
→ i | 6% | -9% | -5% | 0.1 | -4% | 1.5 | -5% | 2% | 1.2% | 75
O=c1[nH]c(=O)n(Cc2ccccc2)c2nc(-c3cccs3)n(CCO)c12
→ . | -7% | -4% | 4% | . | 6% | 2.8 | 1% | . | 1.3% | 56
C/C(=N\NC(=O)CC1N=C(Cc2ccccc2)NNC1=O)c1ccncc1 (centres undefined)
→ i | -3% | -10% | 0% | 0.5 | -4% | 1.1 | -2% | 1% | -0.6% | 42
O=C(NC1CC1)C1=C[C@@H](c2ccccc2)C[C@@H](OCCCCO)O1
→ i | -19% | -9% | 7% | 1.6 | 12% | -5.5 | -2% | 5% | -0.8% | 87
CNC(=O)C1CCN(S(=O)(=O)c2c(C)noc2/C=C/c2ccccc2F)CC1
→ i | -10% | . | -1% | 1.4 | -5% | -3.5 | 3% | 12% | 2.3% | 53
CCCCCCNC1=NCCS1
→ i | -7% | 2% | -6% | 0.6 | 2% | 0.8 | -2% | 0% | 0.8% | 47
CSc1ccc(/C=N/Nc2nc(C)cc(C)n2)cc1
→ i | 2% | -8% | 2% | 0.2 | -1% | 0.5 | 8% | 1% | -0.2% | 68
C[C@H](NC(=O)Nc1ccc2c(c1)OCCO2)C(=O)O
→ i | 0% | -12% | 8% | 11 | 5% | 1.3 | 0% | -1% | 2.1% | 55
O=[N+]([O-])/C=C/c1c(OCc2ccccc2)ccc2ccccc12
→ i | 24% | -18% | 2% | 0.9 | 4% | 61* | -5% | 20% | 1.5% | 61*
COc1ccc(C(=O)OCC(=O)Nc2ccc(Cl)c(C(F)(F)F)c2)c(OC)c1OC
→ i | 1% | 9% | 5% | 0.4 | 67% | 3.2 | 6% | 5% | 2.4% | 43
Cc1ccc(NC(=O)Cc2nnc(SCC(=O)NC3CCCC3)n2C)cc1C
→ i | -5% | 9% | 0% | 0.2 | 0% | 0.8 | -9% | 7% | -1.2% | 65
O=C(Nc1cccc([N+](=O)[O-])c1)c1ccc2nc(N3C(=O)CCC3=O)sc2c1
→ i | -6% | -6% | 0% | 1.0 | 8% | 1.1 | 4% | 12% | 5.5% | 80
O=C(Nc1cccc(C(=O)O)c1)/C(=C\c1ccccc1)NC(=O)c1ccccc1
→ i | -4% | -4% | -6% | 0.0 | 2% | 0.3 | -4% | -1% | 2.5% | 57
Cc1csc(NC(=O)C2CCCO2)n1 (centres undefined)
→ i | 5% | 5% | 2% | 1.0 | 4% | 0.0 | -2% | 5% | 2.0% | 86
CCNC(=O)NC(=O)C(C)Oc1ccc(C(=O)OC)cc1 (centres undefined)
→ . | 3% | 9% | 2% | . | 1% | -0.1 | -2% | 10% | 1.0% | 47
O=C1COc2ccc(C(=O)COC(=O)c3cc(S(=O)(=O)NCc4ccccc4)ccc3O)cc2N1
→ i | 14% | -7% | -4% | 0.1 | -5% | 3.8 | -3% | 8% | -0.8% | 70
COc1cc(C2C(C(=O)Nc3ccccc3OC)=C(C)Nc3ncnn32)ccc1O (centres undefined)
→ i | 7% | 5% | -2% | 2.9 | -3% | -0.4 | -2% | 1% | 1.7% | 94
COc1ccc2nc(/C=N/NC(=O)[C@H](CCSC)NC(=O)OC(C)(C)C)ccc2c1
→ i | -15% | -29% | 3% | 0.8 | -4% | 3.5 | -4% | 4% | 1.3% | 64
N#Cc1c(NC(=O)COC(=O)C2CC3C=CC2C3)oc(-c2ccccc2)c1-c1ccccc1 (centres undefined)
→ i | -11% | -8% | -1% | 1.4 | -1% | 0.6 | 6% | 9% | 6.8% | 106
COc1ccccc1CCC(=O)N1CCN(S(=O)(=O)c2cccc(F)c2)CC1
→ i | . | -4% | . | 0.7 | . | -0.2 | . | 3% | . | 45
O=S(=O)(c1cccs1)N1CCC(CO)(Cc2cccc(F)c2)CC1
→ i | 2% | 4% | -4% | 0.2 | -3% | 2.4 | -7% | 0% | -1.5% | 52
CCOc1ncccc1C(=O)OC(C)C(=O)Nc1ccc(CC)cc1 (centres undefined)
→ i | -3% | -4% | 3% | 0.6 | 5% | 0.6 | -6% | 1% | 0.4% | 60
COc1ccc(OC)c(CN2CCN(Cc3cccc4ccccc34)CC2)c1
→ i | 4% | 7% | 1% | 0.6 | 18% | 1.2 | 3% | 66µM* | -0.3% | 38
